IL-1B inflam inh: blocks inflammasome-driven IL-1 beta release. actives 4.7% (n = 360,000). activity change, % at 57.5 µM. THP-1 LPS/ATP IL-1B secretion, AlphaLISA, 16 h; hits give low values. AID 743279; in the data active = activity change below about -50%; inconclusive = mostly about -30% to -49%; note: % is set by controls: 0 for no effect and ±100 for the full control effect
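Secreted IL-1B measured by AlphaLISA bead assay after 16 h compound exposure of THP-1 cells; compounds (final up to 57.5 uM) added 1 h before LPS (250 ng/mL) and ATP (1.25 mM) stimulation; lower signal means less secretion.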
KB-3-1 tox: KB-3-1 parental cell cytotoxicity; KB-3-1 viability, CellTiter-Glo ATP luminescence, 72 h; Potency, µM (doses to about 46.1 µM), for inactives: top-dose activity change, negative = cytotoxic, hits mostly cytotoxic; actives 1.4% (n = 400,000); note: potency is the fitted concentration of half-maximal effect; % is set by controls: 0 for no effect and ±100 for the full control effect; nearly all actives have a fitted effect of over 60% in size
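Luminescent ATP read-out (CellTiter-Glo) measures survival of drug-naive KB-3-1 cells after 72 h compound exposure at 37 °C. Titration series was screened from lowest to highest concentration, with DMSO vehicle plates as background controls.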
HT1080-NT tox: kills 2HG-producing HT-1080-NT fibrosarcoma cells; HT-1080-NT fibrosarcoma viability, CellTiter-Glo ATP luminescence, 48 h; Potency, µM (titrated, usually from 46.1 µM), for inactives: at the highest dose activity, negative = less viability, actives largely listed as cytotoxic; actives 1.6% (n = 360,000); AID 686970;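 note: NT is the 2HG producing partner of a matched IDH1 knockdown line; potency is the fitted concentration of half-maximal effect; 0% = DMSO-treated cells and -100% = media-only wells without cells; nearly all actives have a fitted effect of over 55% in size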
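Viability by CellTiter-Glo luminescence after 48 h compound exposure at 37C of HT-1080-NT cells (750/well, RPMI, 5% FBS). % activity scaled between DMSO wells and medium-only wells, then curve-fitted and categorized by curve class.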
KB-V1 cytotox: kills drug-selected multidrug resistant KB-V1 cells; actives 3.4% (n = 400,000); KB-V1 MDR cells viability, CellTiter-Glo, 72 h; Potency, µM (top dose mostly 46.1 µM), for the others: at the top dose activity change, negative = cytotoxicity, usual class: cytotoxic; note: potency is the fitted concentration of half-maximal effect; % is set by controls: 0 for no effect and ±100 for the full control effect; nearly all actives have a fitted effect of over 60% in size
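KB-V1 MDR subline cells in DMEM (phenol-red free, 10% FBS) exposed to compounds in qHTS concentration series for 72 h at 37 degrees C. Viability read by CellTiter-Glo luminescence; concentration-effect curves fitted after normalization and correction.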
DRD3 agonist: agonists of human D3 dopamine receptor. P35462. D3R DiscoveRx beta-arrestin cells, luminescence, 90 min. max activation, %. actives 0.58% (n = 410,000); in the data active = max activation above about 30%; note: 0% is about no effect; mostly tested at two doses, the higher about 12 µM
Target sequence (P35462 whole entry, looked up): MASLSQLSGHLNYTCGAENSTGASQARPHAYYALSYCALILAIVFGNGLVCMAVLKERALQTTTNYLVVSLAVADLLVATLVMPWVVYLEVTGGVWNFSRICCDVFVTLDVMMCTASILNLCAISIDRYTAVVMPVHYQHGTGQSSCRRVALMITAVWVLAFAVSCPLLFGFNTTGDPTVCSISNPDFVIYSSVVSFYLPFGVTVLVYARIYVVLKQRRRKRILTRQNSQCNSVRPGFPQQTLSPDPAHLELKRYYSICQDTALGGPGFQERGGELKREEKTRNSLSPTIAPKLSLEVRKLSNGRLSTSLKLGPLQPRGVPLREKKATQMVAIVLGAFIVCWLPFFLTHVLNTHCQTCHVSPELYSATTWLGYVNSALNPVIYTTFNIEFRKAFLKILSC
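Agonist-mode cell screen: cells plated at 1500/well and incubated overnight at 37 °C, then exposed to library compounds for 90 min at 37 °C. Detection reagent was added for 30–60 min at room temperature, and luminescence was read.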
HT1080 IDH1KD tx: toxicity to HT-1080 IDH1 knockdown cells (counter line); HT-1080 IDH1 knockdown viability, ATP luminescence, 48 h; Potency, µM (titrated, usually from 46.1 µM), for the others: top-dose activity, negative = toxicity, actives largely listed as cytotoxic; actives 2% (n = 360,000); AID 686971;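 note: potency is the fitted concentration of half-maximal effect; 0% = DMSO wells and -100% = cell-free medium wells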
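Using the IDH1-knockdown HT-1080 line run in the same batch and compound series as the NT line, viability after 48 h at 37 °C was determined by CellTiter-Glo luminescence and expressed as % activity.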
MCF10A rereplic: inducers of DNA re-replication in MCF 10A breast cells. MCF 10A DNA re-replication, Hoechst nuclear intensity, 48 h. Potency, µM (top dose mostly 46.1 µM), inactives show at the top dose activity, positive = re-replication, actives largely listed as activators. actives 2.9% (n = 350,000). AID 624296; note: potency is the fitted concentration of half-maximal effect; % of control where 0% means no effect; nearly all actives have a fitted effect of over 50% in size
SW480 rerep: DNA re-replication induction in SW480 cells; Potency, µM (titrated, usually from 46.1 µM), for inactives: at the top dose re-replication activation, most hits filed as activators; AID 624297; actives 1.8% (n = 340,000); SW480 DNA re-replication, Hoechst DNA content imaging, 48 h; note: potency is the fitted concentration of half-maximal effect; % of control where 0% means no effect; nearly all actives have a fitted effect of over 55% in size
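Treated cells incubate 48 hr (37 C, 5% CO2), are stained 40 min with Hoechst, and nuclear fluorescence is enumerated; a rise in nuclei with high DNA signal marks re-replication.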
GLP1R cytotox: cytotoxic in the GLP-1 receptor inverse agonist counter-screen; HEK293 cAMP-luciferase reporter cells, luminescence, 24 h; Potency, µM (highest dose often 38.3 µM), for inactives: at the top dose activity change, negative = inhibition, hits mostly inhibitors; actives 0.13% (n = 410,000);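 note: loss of luciferase light is scored as toxicity; potency is the fitted concentration of half-maximal effect; % is set by controls: 0 for no effect and ±100 for the full control effect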
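Step one: seed cells (200 cells/uL, DMEM with 10% Nu serum, 1% pen-strep). Step two: 12-hour incubation at 37 deg C. Step three: pin 23 nL compound, incubate 24 hr. Step four: add luciferase reagent, read luminescence 12 min later.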
* marks the source's active call; other numbers are inactive results; ? = inconclusive; / = not tested or not shown; [ ] = dose if it differs, or a comment. Unless noted, calls come from the whole dose curve; as a rule, active = well fitted curve in the direction sought with a large enough effect; inconclusive = small, poorly fitted or top-dose-only effect, or another doubt; inactive = no such curve, though single readings can be large; an effect the other way counts as inactive or inconclusive. Outcome played no part in choosing rows; any-hit rate near 11%.

SMILES | IL-1B inflam inh | KB-3-1 tox | HT1080-NT tox | KB-V1 cytotox | DRD3 agonist | HT1080 IDH1KD tx | MCF10A rereplic | SW480 rerep | GLP1R cytotox
CN(C)CCNC(=O)C(=O)NCC1OCCN1S(=O)(=O)c1ccc(F)cc1 (stereo not given) | 4 | 7% | 4% | 17% | 2 | 0% | / | / | -16%
CCOc1ccc(-c2nc(Cn3c(=O)cc(C)c4c(C)nn(-c5ccc(C)cc5)c43)c(C)o2)cc1 | / | -7% | / | 10% | 1 | / | / | / | -9%
N#C/C(=C\c1cccnc1)C(=O)Nc1ccc(O)cc1F | 19 | 7% | 17% | 28% | 12 | 18% | 4% | -2% | -20%
O=C(Nc1ccc(Oc2cccc(C(F)(F)F)c2)nc1)c1ccccc1 | -4 | -21% | ? | -9% | 3 | -12% | -11% | 11% | -27%
CCC1CCCCN1C(=O)c1nn2cccnc2c1Cl (stereo not given) | 7 | 9% | -2% | -12% | 0 | 1% | 13% | 0% | 16%
NC(=O)NC(CC(=O)Nc1cccnc1)c1cccc(Br)c1 (stereo not given) | 14 | 16% | 19% | 1% | -12 | 16% | -7% | 17% | 0%
CCOC(=O)c1c(NC(=O)c2ccc(Br)o2)sc2c1CCCC2 | 10 | ? | 3% | -3% | 2 | 8% | ? | -5% | 36%[activator]
Cc1cccc(OCCCC(=O)Nc2ccc(Cl)c(S(=O)(=O)N3CCOCC3)c2)c1 | -20 | -37% | -7% | -10% | -6 | -10% | ? | -4% | 1%
CCOc1ccc(NC(=O)CC2C(=O)N(c3cccc(OC)c3)C(=O)N2C(C)C)cc1 (stereo not given) | 5 | -2% | -2% | ? | 3 | 0% | -5% | 1% | -6%
O=C(CCc1nnc(COc2ccccc2)o1)NCc1ccccc1 | 5 | -5% | 6% | -10% | -14 | 0% | 0% | ? | -3%
O=C(CN1C(=O)c2ccccc2C1=O)Nc1cccc([N+](=O)[O-])c1 | -3 | -6% | 11% | 0% | -6 | 21% | ? | 4% | 0%
Cc1nc2ccc(Br)cn2c1C(=O)N/N=C\c1ccccc1[N+](=O)[O-] | 63 | 2% | -3% | 6% | 2 | ? | 29% | -18% | 0%
C[C@H](c1ccccc1)N1C[C@H](COCc2ccccc2)Oc2cc(N3CCC[C@@H]3CO)ccc2S1(=O)=O | ? | ? | ? | -12% | 6 | -29% | / | / | 2%
CCOC(=O)c1sc2nc(CC(=O)OC)nc(NCc3ccc(Cl)cc3)c2c1C | ? | -27% | 2% | ? | -2 | 15% | -3% | 1% | -8%
O=C(NCCc1c[nH]c2ccccc12)C(=O)Nc1ccccc1 | 2 | -12% | -8% | 3% | -5 | ? | 5% | -2% | -13%
CCOc1cc(N2CCOCC2)c(OCC)cc1NC(=O)CSc1ncccn1 | 31 | -12% | 3% | ? | 5 | -3% | -5% | -27% | -2%
O=C(NC1CCCCC1)c1ccc([N+](=O)[O-])o1 | / | ? | ? | ? | 6 | ? | 16µM* | ? | 7%
COC(=O)C[C@H]1C=C[C@@H](C(C(=O)OC)C(=O)OC)CN1C(C)=O | 48 | 6% | 14% | 16% | 15 | 13% | -16% | -24% | 0%
C=CCNC(=O)c1cc(Cl)ccc1Cl | 7 | -4% | 7% | 19% | 1 | 12% | -1% | 0% | -21%
O=C(Cn1c(=O)[nH]c2ccccc2c1=O)Nc1ccc2c(c1)OCO2 | 0 | 16% | 0% | ? | -2 | -1% | -1% | 4% | -11%
O=C(CSc1nnc(Nc2ccccc2)s1)NC1CCCC1 | 16 | 0% | 5% | ? | -8 | -1% | 2% | -4% | ?
COC(=O)C1=C(C(=O)OC)[C@@H]2N(C)c3ccc(OC)cc3[C@@]23C[C@@H](C(=O)OC)N(C(=O)CC(C)C)C3=N1 | -27 | 0% | 7% | -13% | 1 | 8% | -2% | -5% | -13%
CCc1ccc(N(CC(=O)NC(C)C)C(=O)CCC(=O)Nc2nccs2)cc1 | ? | -6% | -1% | 15% | 8 | 3% | -18% | -13% | -2%
CC(=O)Nc1ccc(S(=O)(=O)N(C)c2ccc(OCC(=O)NCCc3ccccc3F)cc2)cc1 | ? | -8% | -6% | 0% | 0 | -5% | 10% | -10% | -3%
Cc1ccc(Cc2cnc(N)s2)o1 | 5 | -5% | ? | 4% | -11 | -24% | -14% | ? | 0%

Record cards (already shown). Screens in order: IL-1B inflam inh, KB-3-1 tox, HT1080-NT tox, KB-V1 cytotox, DRD3 agonist, HT1080 IDH1KD tx, MCF10A rereplic, SW480 rerep, GLP1R cytotox
Cc1cccc(OCCCC(=O)Nc2ccc(Cl)c(S(=O)(=O)N3CCOCC3)c2)c1 across the screens: -20, -37%, -7%, -10%, -6, -10%, ?, -4%, 1%
O=C(NC1CCCCC1)c1ccc([N+](=O)[O-])o1 across the screens: /, ?, ?, ?, 6, ?, 16µM*, ?, 7%

Back to the main list; the 3 compounds before the break are reprinted first.
SMILES | IL-1B inflam inh | KB-3-1 tox | HT1080-NT tox | KB-V1 cytotox | DRD3 agonist | HT1080 IDH1KD tx | MCF10A rereplic | SW480 rerep | GLP1R cytotox
CCc1ccc(N(CC(=O)NC(C)C)C(=O)CCC(=O)Nc2nccs2)cc1 | ? | -6% | -1% | 15% | 8 | 3% | -18% | -13% | -2%
CC(=O)Nc1ccc(S(=O)(=O)N(C)c2ccc(OCC(=O)NCCc3ccccc3F)cc2)cc1 | ? | -8% | -6% | 0% | 0 | -5% | 10% | -10% | -3%
Cc1ccc(Cc2cnc(N)s2)o1 | 5 | -5% | ? | 4% | -11 | -24% | -14% | ? | 0%
C1=CCN(Cc2ccccc2)C1 | 14 | 0% | -10% | 4% | 0 | 0% | -2% | ? | 6%
O=C(Nc1cccc2nsnc12)c1ccc2c(c1)OCO2 | 0 | -18% | -10% | -15% | -6 | -8% | 14% | 1% | 144%[activator]
Cc1cccc(N2C(=O)CC(Sc3nnc(C)s3)C2=O)c1 (stereo not given) | -1 | -4% | 11% | 19% | -13 | 10% | ? | ? | -13%
COc1ccc2c(c1)c(C(=O)CN1CCc3ccccc3C1)c(C)n2C | 1 | -3% | -1% | ? | -13 | -10% | -2% | -4% | -18%
CCc1ccc(-n2c(=O)c3ccccc3n(CC(=O)NCc3ccco3)c2=O)cc1 | 11 | 7% | -9% | -9% | -7 | -12% | -1% | -2% | -20%
Cc1c(C(=O)OC2CCCCCC2)[nH]c2c1C(=O)CC(c1ccccc1Cl)C2 (stereo not given) | / | ? | / | ? | -7 | / | / | / | -9%
CN1C(=O)[C@H]2[C@@H](C3CC3)N3C(=O)CN(Cc4ccc(-c5ccccc5)cc4)C(=O)[C@@]3(C)[C@H]2C1=O | -3 | 7% | 8% | 5% | 2 | -5% | ? | -3% | 0%
CC1(C)NC(=O)N(CC(O)CN(Cc2ccccc2)Cc2ccccc2)C1=O (stereo not given) | 0 | -2% | 3% | -3% | 6 | -2% | 134%[0.0737 µM] | -1% | -4%
COc1cc(/C=C2\SC(=O)N(CC(=O)Nc3cccc(C)c3)C2=O)cc([N+](=O)[O-])c1O | -26 | -16% | ? | -1% | 38* | ? | -4% | -6% | 10%
CCc1ccc2nc(NC(=O)c3ccc4c(=O)[nH]c(CN5CCOCC5)nc4c3)sc2c1 | 8 | ? | 14% | -31% | -2 | 2% | 17% | 20% | 6%
CCC(C)(C)n1nnnc1C(c1cccnc1)N1CCC(Cc2ccccc2)CC1 (stereo not given) | -65* | 3% | -14% | ? | -2 | -24% | 3% | 15% | 4%
CCc1ccccc1NC(=O)c1ccc(=O)n(Cc2ccc(F)cc2)c1 | / | -1% | / | -3% | 2 | / | / | / | -1%
COc1ccc(C(=O)/C=C/Nc2ccc(NC(C)=O)cc2)cc1OC | -10 | 3% | ? | ? | 0 | ? | 2% | -9% | -10%
O=c1ccc(Cc2ccccn2)n[nH]1 | 6 | 8% | 9% | 20% | -4 | 4% | 0% | -7% | -1%
COC(=O)c1ccc(C23CC4(C2)[C@H](CN(CC2CCCCC2)[C@@H]4c2ccccc2)C3c2ccc(Cl)nc2)cc1 (stereo not given in full) | -10 | -3% | -5% | 27% | -19 | -1% | -6% | ? | 2%
COc1ccccc1CN(C)C(=O)CNC(=O)c1cccc(Cl)c1 | -7 | 0% | 15% | -15% | 1 | 7% | 1% | -7% | 19%
C=CCn1c(SCn2nnc3ccccc3c2=O)nnc1-c1ccc(Cl)cc1 | 10 | 16% | 5% | ? | -15 | 3% | 9% | 2% | 4%
Cc1cc(C)c2c(N)c3cccc(C)c3nc2n1 | -99* | 7.3µM* | 10µM* | 8.2µM* | 3 | 9.2µM* | 21µM* | 16µM* | 311%[activator]
CCCCC(=O)NC(=S)Nc1cc(C(=O)O)ccc1Cl | 5 | 5% | 15% | 8% | -1 | 19% | -1% | 0% | -9%
O=C(CSc1nnc(NC(=O)C2CCC2)s1)Nc1ccccc1 | -2 | 13% | 12% | -17% | 4 | 0% | 6% | -5% | 2%
CNC(=O)COC(=O)c1ccc(NS(=O)(=O)c2ccc3c(c2)OCCO3)cc1 | 0 | 15% | -4% | 1% | -5 | 0% | 12% | 9% | -2%
Cc1ccc(-n2ncc(C(=O)NCc3ccc4c(c3)OCO4)c2NC(=O)c2ccco2)cc1C | -13 | -2% | 8% | -3% | -9 | -6% | -6% | -2% | -8%
O=c1cc(C(F)(F)F)[nH]c2ccccc12 | 0 | -15% | ? | 0% | 4 | -26% | 2% | -15% | 9%
C=CC[C@@H](CC(=O)N(CCO)Cc1ccccc1)C(=O)N[C@@H](COC(=O)[C@@H](CC=C)Cc1ccc(F)cc1)Cc1c[nH]c2ccccc12 | -52* | ? | ? | ? | -11 | ? | ? | 1% | ?
CN1CCC(NC(=O)c2cc(-c3cccc(Br)c3)nc3ccccc23)CC1 | -79* | ? | 21µM* | -12% | 0 | 21µM* | 9% | ? | ?

Assay outcomes: PubChem BioAssay, National Center for Advancing Translational Sciences (NCATS)
